MEKK2wt PB1 HTS: modulators of MEK5 binding to wildtype MEKK2, primary screen, biochemical, multiplex bead flow cytometry, Alexa488-MEK5. Alexa488-MEK5 binding to MEKK2 WT; actives lie on both sides. 1.1% of 290,000 active. Mitogen-activated protein kinase kinase kinase 2 (Homo sapiens), Q9Y2U5. AID 1531, 2009. binding response (% of control), % at 10 µM; in the data active = binding response below about 67% or above about 130%
CRFBP-R2 block: antagonists of CRF-BP/CRF-R2 complex, primary screen, cell-based, HEK293, calcium dye fluorescence, uHTS; CRF-induced calcium fluorescence; 0.59% of 350,000 active; inhibition, % at 11.8 µM;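 active = inhibition of the ligand-induced calcium signal above about 50% at the single tested concentration, limit read from the data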
GalR3 antagonist: GalR3 antagonists in HEK293 cells, primary screen, cell-based, fluorescence readout; AID 651719, 2012; inhibition, % at 3 µM; 0.44% of 360,000 active; HEK293 GalR3-CNG cAMP membrane potential fluorescence; galR3 body fused to GalR1 C-terminus; Galanin receptor type 3 (Homo sapiens), O60755;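 active = inhibition above the screen-wide average plus 3 SD, cut at about 13% in these data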;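 note: forskolin and galanin both at EC90 stimulate the cells; cAMP rise reported by CNG channel membrane potential dye signal; 0% = forskolin plus galanin with DMSO and 100% = forskolin alone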
Target sequence (O60755 1-299 limits assumed): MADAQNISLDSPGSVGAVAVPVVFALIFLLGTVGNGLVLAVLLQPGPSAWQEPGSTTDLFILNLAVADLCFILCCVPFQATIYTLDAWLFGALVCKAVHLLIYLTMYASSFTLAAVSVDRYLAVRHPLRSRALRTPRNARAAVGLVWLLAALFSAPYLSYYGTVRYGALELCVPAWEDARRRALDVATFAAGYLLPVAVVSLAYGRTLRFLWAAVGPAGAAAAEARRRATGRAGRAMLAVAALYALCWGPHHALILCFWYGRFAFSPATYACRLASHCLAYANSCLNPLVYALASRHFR
CRFR2-BP ag: agonists of CRF-BP/CRF-R2 complex, primary screen, cell-based, HEK293, calcium dye fluorescence, uHTS | CRF-binding protein / CRF receptor 2 complex (human) | calcium dye fluorescence (FLIPR); percent of saturating CRF peptide response | activation, % at 13.2 µM | 0.46% of 350,000 active | AID 588473, 2011;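 active = activation of at least 50%, plus an integration ratio under a set limit after plate pattern correction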;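 note: plate controls were neutral control wells without compound for no effect and CRF at EC100 for full effect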
MEKK2 mut-MEK5: MEK5 binding signal on mutant MEKK2 PB1, primary screen, biochemical, multiplex bead flow cytometry, Alexa488-MEK5; Alexa488-MEK5 binding to MEKK2 mutant; percent response, % at 10 µM; 0.35% of 290,000 active; in the data active = percent response above about 24%, passing the limit was not always enough; note: inactives centre near 1; some results filed as inactive read as strong as hits
DNA FID counter: compounds displacing fluorescent DNA intercalator, primary screen, artefact control for HCV NS3 helicase inhibitor project, biochemical, FID fluorescence. 0.17% of 290,000 active. inhibition, % at 7.9 µM. AID 1845, 2009. DNA fluorescent intercalator displacement; in the data active = inhibition above about 37%;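 note: 0% = vehicle and 100% = reference compound; higher means more ethidium bromide displaced from hairpin DNA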
MEKK3 PB1 HTS: modulators of MEKK3-MEK5 PB1 binding, primary screen, biochemical, wildtype MEKK3, multiplex bead flow cytometry, Alexa488-MEK5 | bead-based flow cytometry, Alexa488-MEK5 binding to MEKK3; actives lie on both sides; 0 = blocked by unlabeled MEK5, 100 = vehicle | binding response (% of control), % at 10 µM | 1.4% of 290,000 active | AID 1529, 2009;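 active = binding response more than 3 SD above or below the average of its plate-row segment, actives on both sides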;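 note: Alexa488 bead fluorescence after subtracting the streptavidin-only scavenger bead signal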
Target sequence (Q99759 whole entry, looked up): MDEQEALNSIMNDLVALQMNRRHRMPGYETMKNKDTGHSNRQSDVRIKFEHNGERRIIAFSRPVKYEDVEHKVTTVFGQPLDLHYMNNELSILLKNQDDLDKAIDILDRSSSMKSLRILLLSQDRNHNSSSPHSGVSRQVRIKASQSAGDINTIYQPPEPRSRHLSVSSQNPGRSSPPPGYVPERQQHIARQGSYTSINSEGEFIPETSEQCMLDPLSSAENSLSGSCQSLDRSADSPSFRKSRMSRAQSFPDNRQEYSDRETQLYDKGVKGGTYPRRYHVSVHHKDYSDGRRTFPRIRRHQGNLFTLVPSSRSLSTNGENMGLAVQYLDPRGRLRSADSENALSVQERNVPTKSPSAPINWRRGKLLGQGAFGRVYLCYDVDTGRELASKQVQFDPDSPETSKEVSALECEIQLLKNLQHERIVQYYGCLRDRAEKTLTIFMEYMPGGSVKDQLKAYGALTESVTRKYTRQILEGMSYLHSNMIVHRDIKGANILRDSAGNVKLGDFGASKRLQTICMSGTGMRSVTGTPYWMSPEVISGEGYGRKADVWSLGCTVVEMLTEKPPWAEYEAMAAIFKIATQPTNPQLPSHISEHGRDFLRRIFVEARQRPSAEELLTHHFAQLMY
SUMO HTRF inh: inhibitors of in vitro SUMOylation cascade, primary screen, biochemical, HTRF, uHTS; SUMO-conjugating enzyme UBC9 (Homo sapiens), P63279; HTRF SUMOylation assay, SAE1/SAE2 + UBC9; inhibition, % at 35 µM; 0.36% of 290,000 active; AID 2006, 2009; in the data active = inhibition above about 50%, passing the limit was not always enough; note: strong numbers were not always called active
Target sequence (P63279 whole entry, looked up): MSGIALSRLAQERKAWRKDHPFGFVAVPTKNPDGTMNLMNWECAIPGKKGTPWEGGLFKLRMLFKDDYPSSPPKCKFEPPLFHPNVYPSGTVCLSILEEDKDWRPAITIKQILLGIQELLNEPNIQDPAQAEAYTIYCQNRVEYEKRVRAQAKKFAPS
HCV NS3 hel inh: inhibitors of HCV NS3 helicase, primary screen, biochemical, Cy5 molecular beacon fluorescence; Hepatitis C virus NS3 helicase; NS3 helicase DNA unwinding; inhibition, % at 10.9 µM; 0.56% of 290,000 active; AID 1800, 2009;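 active = inhibition above the mean of all tested compounds plus 3 SD, set per campaign, cut at about 35% in these data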;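 note: 0% = DMSO wells and 100% = thioflavine S control wells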
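System: Hepatitis C virus NS3 helicase domain fragment enzyme | Reagent: Annealed dual-labelled DNA beacon duplex, ATP-started | Compound dosing: 10.9 µM single point, 0.8% DMSO | Incubation: 1 h reaction at 25 °C, ATP-initiated | Technique: Cy5 fluorescence | Evaluation: Percent inhibition from t60/t0 fluorescence ratio | Benchmarks: Low DMSO, high thioflavine S at 110 µM | Replication: Singlicate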
* = called active by the depositor; . = no result given.

SMILES	MEKK2wt PB1 HTS	CRFBP-R2 block	GalR3 antagonist	CRFR2-BP ag	MEKK2 mut-MEK5	DNA FID counter	MEKK3 PB1 HTS	SUMO HTRF inh	HCV NS3 hel inh
Cc1cccc(-n2nnnc2SCC(=O)c2cc(C)n(CC3CCCO3)c2C)c1 (centres undefined)	93	22	-5	-1.2	-2	-15	94	19	3
CCOc1cccc2sc(NC(=O)CCS(=O)(=O)c3ccccc3)nc12	103	-10	-2	0.6	-1	-28	99	19	-6
CC(=O)Nc1ncc(N=Nc2cccc(C(F)(F)F)c2)s1	96	-9	-9	1.6	4	-1	95	3	1
Nc1nc(N)nc(-c2ccc(Oc3ccccc3)cc2)n1	103	-8	0	1.8	2	-5	100	-15	-11
C/C(=N/NC(=O)c1nnn(-c2nonc2N)c1COc1ccccc1)c1ccccc1	95	-8	-7	-0.2	-3	-6	95	39	11
COc1cc(-c2ccccc2)nc(N)n1	108	25	.	-7.1	15	-1	105	-3	5
Cc1nn(C)cc1C(C(=O)NC1CCCCC1)N(Cc1ccc(F)cc1)C(=O)c1cnccn1 (centres undefined)	104	-17	1	-1.5	4	-13	102	-3	11
Cc1cc(NS(C)(=O)=O)c(=O)n(Cc2c(F)cccc2Cl)c1	110	0	-5	-1.4	6	-5	110	11	12
CCCC[C@H](CN[C@@H](CNC)[C@H](C)CC)NCCC12CCC(CC1)C2	129	-6	-9	-0.5	-1	32	101	12	-62
COC1OC(COC(=O)c2ccccc2)C(OC(=O)c2ccccc2)C1OC(=O)c1ccccc1 (centres undefined)	95	5	-12	1.7	-7	-16	97	12	1
Cc1ccc(S(=O)(=O)Nc2cccc(-c3cn4ccsc4n3)c2)cc1	106	4	3	-2.0	2	-9	108	-42	-13
O=C(N/N=C/c1cnc(N2CCCCC2)s1)c1ccc(Cl)cc1	96	-3	-2	0.5	-4	0	101	19	-4
Cc1ccc(NC(=O)c2c(C)noc2C)cc1	104	-10	2	-0.9	-1	-1	102	22	-1
O=C(CN1C(=O)NC2(CCCCCCC2)C1=O)NC(=O)NCc1ccco1	109	-8	-3	5.7	6	-25	114	16	5
O=C(Nc1ccc(N2CCOCC2)cc1)c1cc(-c2ccncc2)nc2ccccc12	102	-10	7	0.3	-5	-28	96	-2	-8
CCCCCCSc1cc(C)nc2ncnn12	113	28	.	-0.8	10	.	110	-7	.
COc1ccc(C)cc1NC(=O)CSc1nnc(COc2ccc(Cl)cc2)n1Cc1ccco1	94	7	-5	-1.2	-2	-11	101	-38	2
CCN(CC)S(=O)(=O)c1cc(NC(=O)CNc2c(C)n(C)n(-c3ccccc3)c2=O)ccc1C	106	-6	8	3.4	4	-26	108	3	-4
O=[N+]([O-])c1ccc2cn(-c3ccccc3)nc2c1	95	-1	-2	-4.8	-1	7	94	-5	15
CC1=NN(c2ccc(C(=O)O)cc2)C(=O)CC1	104	16	-11	4.3	3	4	102	-5	4
CC(C)CC(OC(=O)c1cccs1)C(=O)NCc1cccs1 (centres undefined)	106	2	-1	-0.2	3	-6	116	17	2
Cc1cc(C)c(NC(=O)CSc2nc3ncc(Br)cc3[nH]2)c(C)c1	100	12	-9	1.1	-1	-16	102	-9	-3
CCOC(=O)CCC(=O)Nc1ccc(S(=O)(=O)Nc2cc(OC)nc(OC)n2)cc1	109	7	-9	-0.5	11	-7	100	5	2
[O-][n+]1cccc2ncc3cscc3c21	93	-2	-6	-1.2	-2	-2	90	3	-2
COc1ccc(-n2nc3c(c2NC(=O)C2CC2)CS(=O)(=O)C3)cc1	103	-3	-1	-0.7	1	-4	101	-14	-5
COc1ccc(SCCc2ccncc2)cc1	81	6	0	2.2	-15	-9	91	7	-12
CN(C(=O)c1ccc([N+](=O)[O-])cc1)c1ccccc1C(=O)NCc1ccccc1	102	-1	-3	1.1	2	-7	98	4	-2
CCOC(=O)N1CCN(C(=O)c2ccc3c(=O)n(-c4ccc(OC)cc4)c(=S)[nH]c3c2)CC1	99	3	-1	4.6	1	0	96	-12	-4
CCOC(=O)c1nnn(-c2nc(OC)nc(N3CCCCC3)n2)c1-c1ccccc1	104	.	.	.	2	-28	107	-18	-5
CCOc1ccc2nc(NC(=O)c3cccnc3)sc2c1	105	-32	4	1.3	2	-8	102	20	-1

Given field by field: entries from further up
CCOc1ccc2nc(NC(=O)c3cccnc3)sc2c1
  MEKK2wt PB1 HTS = 105; CRFBP-R2 block = -32; GalR3 antagonist = 4; CRFR2-BP ag = 1.3; MEKK2 mut-MEK5 = 2; DNA FID counter = -8; MEKK3 PB1 HTS = 102; SUMO HTRF inh = 20; HCV NS3 hel inh = -1

CCOC(=O)c1nnn(-c2nc(OC)nc(N3CCCCC3)n2)c1-c1ccccc1
  MEKK2wt PB1 HTS = 104; CRFBP-R2 block = .; GalR3 antagonist = .; CRFR2-BP ag = .; MEKK2 mut-MEK5 = 2; DNA FID counter = -28; MEKK3 PB1 HTS = 107; SUMO HTRF inh = -18; HCV NS3 hel inh = -5

(listing goes on)
SMILES	MEKK2wt PB1 HTS	CRFBP-R2 block	GalR3 antagonist	CRFR2-BP ag	MEKK2 mut-MEK5	DNA FID counter	MEKK3 PB1 HTS	SUMO HTRF inh	HCV NS3 hel inh
Cc1ccc(-n2ncc3c2CC(C)(C)CC3NC(=O)c2cc[n+]([O-])cc2)cc1 (centres undefined)	105	11	4	-1.0	2	-54	102	25	-5
COc1ccc(OCCNC(=O)c2cccc(Oc3ccc(C(F)(F)F)cc3[N+](=O)[O-])c2)cc1	99	-12	-4	1.2	-1	-12	93	-31	-26
CCc1ccc(OCC2c3cc(OC)c(OC)cc3CCN2C(=S)NC)cc1 (centres undefined)	117	5	-1	1.4	0	-8	134*	-18	-34
O=C(OCc1cc(=O)n2c(n1)sc1ccccc12)c1ccc(O)cc1	96	-24	-3	3.5	-2	-21	104	-14	30
Cc1ccc(-c2cc(C(=O)O)c3ccccc3n2)s1	106	-4	-11	-2.0	4	-4	102	34	9
Cc1ccc(Cl)cc1NC(=O)NCc1ccccn1	100	-11	-4	0.4	-1	-3	102	8	-1
O=C(CSc1nc2c(c(=O)n1-c1ccc(F)cc1)SCC2)NCc1ccco1	120	-5	-4	-1.3	4	-8	124*	-11	12
CCOC(=O)C1=C(C)N(CCCC(=O)O)C(=O)NC1c1cccc(OC)c1 (centres undefined)	108	-6	-7	-0.4	7	.	105	.	.
O=C(NCCCN1CCCC1)c1ccc(Cn2c(=S)[nH]c3ccc(Br)cc3c2=O)cc1	144*	.	-6	.	25	15	105	-8	-81
CCOc1cccc(CNc2nnnn2C)c1	113	16	-9	-1.2	12	-2	108	2	-1
Nc1sc(-c2ccccc2)cc1C(=O)N/N=C/c1ccc(Cl)cc1	104	-5	1	0.1	3	-3	105	1	-4
COc1ccc(Cl)cc1NC(=O)CN(C)CC(=O)Nc1ccc(C)cc1Br	92	-9	2	2.2	-9	-34	111	-7	-6
COc1ccc(/C=C(\NC(=O)c2ccc(C)cc2)C(=O)NCCCN2CCOCC2)cc1OC	96	-6	-4	-0.7	-4	-4	96	7	0
Cn1nnc(NC(=O)c2ccc([N+](=O)[O-])cc2Cl)n1	109	14	0	-2.2	-1	-2	109	26	7
CCC(=O)N(Cc1ccco1)c1nc(C(=O)Nc2ccc(Cl)cc2)c(C)s1	99	-12	3	8.4	0	-18	99	8	34
CCOC(=O)c1cnc(-c2ccccc2)nc1N1CCOCC1	112	-12	-4	-0.8	0	-16	118	11	49*
O=C(Nc1cccc(S(=O)(=O)Nc2ccccc2Cl)c1)c1ccc(N2CCCC2)c([N+](=O)[O-])c1	103	3	2	-1.5	8	-2	101	-4	2
CCC(C)(C)n1nnnc1C(c1ccc(OC)c(OC)c1)N1CCN(c2ccc(OC)cc2)CC1 (centres undefined)	99	-7	-1	-0.9	2	-24	101	7	-11
CCc1cc(=O)oc2c(C)c(OCC(=O)N3CCCc4ccccc43)ccc12	101	-17	0	0.6	5	-13	101	15	-2
CCc1c(O)nc(SCC(=O)N2CCOCC2)n(-c2ccccc2)c1=O	81	24	-7	3.2	-2	-1	72	29	-5
COc1ccc(NC(=O)NNc2cc(N3CCOCC3)nc(N3CCOCC3)n2)cc1	90	9	-3	-0.9	-6	-9	84	25	4
COCCN=C1Sc2nc3c(C)cccc3cc2CN1Cc1ccco1	95	-3	8	-1.5	2	-27	102	34	21
COc1ccc(CCNC(=O)c2ccc3c(c2)NC(=O)CS3)cc1OC	101	10	3	-1.3	1	-26	101	12	-1
Cc1ccc(OC(=O)c2ccc([N+](=O)[O-])cc2Cl)cn1	106	-1	-12	-2.1	9	-1	104	-6	-7
CCN1CN(Cc2ccco2)CNC1=S	95	4	2	-2.2	-2	-4	92	-16	14
COc1ccc(C2=Nn3c(nnc3-c3cccnc3)SC2)cc1	96	-2	-3	-0.3	0	-21	102	1	-5
COc1ccc(C(=O)N2CCc3cc(OC)c(OC)cc3C2c2cccc([N+](=O)[O-])c2)cc1OC (centres undefined)	99	-31	2	0.0	-6	0	97	-4	-9
N#Cc1ccccc1NC(=O)CNc1ccc(Cl)c(C(F)(F)F)c1	108	-10	-2	2.0	-3	9	99	-2	-5
CN(C)c1ccc(C(C(=O)NCC2CCCO2)N(Cc2ccco2)C(=O)c2snc(C(N)=O)c2N)cc1 (centres undefined)	103	2	-6	-0.6	4	-36	103	-7	-1
O=C1C2CCCN2C(=O)N1CCCCN1CCN(c2cccc(C(F)(F)F)c2)CC1 (centres undefined)	104	16	-12	1.9	1	-1	100	-5	9
CC(C)Oc1ccc(CC2CC(=O)NC2=O)cc1 (centres undefined)	97	2	-5	-1.3	-1	2	98	-5	-10
C=C(C)C1CC=C(CN2CC(C)OC(C)C2)CC1 (centres undefined)	102	6	-1	-0.2	4	0	103	8	-2
O=C(NCC(c1cccnc1)N1CCOCC1)c1ccc2c(c1)OCO2 (centres undefined)	103	-5	-7	-0.4	0	-3	99	3	3
S=C(Nc1cccc(Cl)c1)Nc1ccccc1Oc1ccccc1	105	3	-5	-1.0	7	-4	107	4	9
CCCc1cc(=O)[nH]c(SCC(=O)Nc2sc3c(c2C#N)CCCC3)n1	100	21	-2	-4.1	0	-39	102	-4	0
Cc1nn2c(N3CCCC3)cc(C(C)C)nc2c1-c1ccccc1	106	-30	-2	-0.6	-1	1	105	13	-5
COCc1ccc2oc(C(=O)O)cc2c1	101	8	-2	5.0	-1	0	105	16	4
Cc1ccccc1C(=O)NC1CCN(C(=O)Nc2ccc(F)cc2)CC1	106	5	-6	-0.9	7	-6	103	5	7
COc1ccc(C2/C(=C(/O)c3ccc(Cl)cc3)C(=O)C(=O)N2CCN2CCOCC2)c(OC)c1 (centres undefined)	.	-37	-3	5.6	.	-20	.	-12	-1
Cc1ccc(NC(=O)c2cncc(Br)c2)c([N+](=O)[O-])c1	106	0	-3	-1.3	2	-1	102	15	5
COc1ccccc1N1CCN(S(=O)(=O)c2c(C)[nH]c(=O)[nH]c2=O)CC1	78	-8	7	3.7	-25	0	79	17	0

From PubChem BioAssay

Not all compounds are listed. The share of hits here may be higher or lower than overall.
